OXTR agonist – agonists of human oxytocin receptor; activation, % at 3 µM; CHO-OTR cells, Fluo-8 calcium fluorescence; normalized: DMSO 0%, oxytocin 100%; 320,000 tested, 0.32% active; P30559;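 active means activation above the mean of all tested compounds plus 3 SD, cutoff set per screening run, cut at about 20% in these data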;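 further: peak over basal fluorescence ratio from a 100 s FLIPR kinetic read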
Target sequence (P30559 whole entry, looked up): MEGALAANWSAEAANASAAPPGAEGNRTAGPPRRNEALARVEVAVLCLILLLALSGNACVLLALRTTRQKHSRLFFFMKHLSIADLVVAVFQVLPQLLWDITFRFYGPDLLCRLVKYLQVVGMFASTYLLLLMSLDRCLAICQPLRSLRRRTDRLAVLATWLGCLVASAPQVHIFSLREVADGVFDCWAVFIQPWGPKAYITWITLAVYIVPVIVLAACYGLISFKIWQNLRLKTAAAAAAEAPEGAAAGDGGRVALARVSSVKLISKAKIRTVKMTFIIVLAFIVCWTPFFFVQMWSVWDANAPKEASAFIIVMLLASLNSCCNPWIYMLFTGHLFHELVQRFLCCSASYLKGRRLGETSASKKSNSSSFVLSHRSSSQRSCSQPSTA
MEKK2wt PB1 HTS – raises or lowers MEK5 binding to wildtype human MEKK2 PB1 domain | Q9Y2U5 | bead flow cytometry, Alexa488-MEK5 binding to MEKK2 WT; actives lie on both sides | binding response (% of control), % at 10 µM | 290,000 tested, 1.1% active; in the data active means binding response below about 67% or above about 130%
GalR3 antagonist – blocks the human galanin receptor 3; HEK293 GalR3-CNG cAMP membrane potential fluorescence; galR3 body fused to GalR1 C-terminus; inhibition, % at 3 µM; 360,000 tested, 0.44% active;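 active means inhibition above the screen-wide average plus 3 SD, cut at about 13% in these data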;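 further: forskolin and galanin both at EC90 stimulate the cells; cAMP rise reported by CNG channel membrane potential dye signal; 0% = forskolin plus galanin with DMSO and 100% = forskolin alone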
Target sequence (O60755 1-299 limits assumed): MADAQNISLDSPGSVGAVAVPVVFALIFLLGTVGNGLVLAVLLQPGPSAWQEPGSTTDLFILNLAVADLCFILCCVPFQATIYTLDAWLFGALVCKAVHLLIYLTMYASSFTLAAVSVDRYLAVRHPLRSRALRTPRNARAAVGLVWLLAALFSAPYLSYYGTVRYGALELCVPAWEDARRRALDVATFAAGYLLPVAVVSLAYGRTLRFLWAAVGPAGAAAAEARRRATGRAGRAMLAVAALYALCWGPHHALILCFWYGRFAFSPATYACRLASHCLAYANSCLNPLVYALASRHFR
M18AAP inhibitor – blocks P. falciparum M18 aspartyl aminopeptidase | recombinant PfM18AAP, H-Glu-NHMec fluorogenic cleavage | inhibition, % at 7.35 µM | 290,000 tested, 1.2% active;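 active means inhibition above the campaign mean inhibition over all tested compounds plus 3 SD, cut at about 28% in these data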;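 further: 0% = plate median of test compound wells and 100% = 2 mM ZnCl2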
OXTR potentiator – human OXTR potentiation. CHO-OTR cells, Fluo-8 calcium fluorescence, potentiator mode; 0% = oxytocin EC15, 100% = EC100. 320,000 tested, 0.061% active. P30559. activation, % at 3 µM;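 active means activation above that plate's cutoff, the mean activation of tested compounds plus 3 SD, cut at about 6.6% in these data, passing the limit was not always enough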;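 further: 100% uses oxytocin at 75 nM as the full agonist control; some results filed as inactive read as strong as hits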
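Measured by – Fluo-8 calcium dye fluorescence · Test system – human OTR in CHO cells · Dosing – one concentration, 3.0 µM compound · Controls – EC15 oxytocin alone as 0%, 75 nM oxytocin as 100% · Evaluation – normalized max/min fluorescence ratio, % activation · Timing – 6 min pre-incubation, 100 s read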
GPR7 antag – blocks human GPR7 receptor signaling; P48145; GPR7-expressing cells, fluorescence antagonist assay; inhibition, % at 4.4 µM; 290,000 tested, 1.1% active; AID 1861; in the data active means inhibition above about 16%, passing the limit was not always enough;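 further: cells stimulated with the agonist NPW; 0% = agonist with vehicle and 100% = vehicle without agonist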
Target sequence (P48145 whole entry, looked up): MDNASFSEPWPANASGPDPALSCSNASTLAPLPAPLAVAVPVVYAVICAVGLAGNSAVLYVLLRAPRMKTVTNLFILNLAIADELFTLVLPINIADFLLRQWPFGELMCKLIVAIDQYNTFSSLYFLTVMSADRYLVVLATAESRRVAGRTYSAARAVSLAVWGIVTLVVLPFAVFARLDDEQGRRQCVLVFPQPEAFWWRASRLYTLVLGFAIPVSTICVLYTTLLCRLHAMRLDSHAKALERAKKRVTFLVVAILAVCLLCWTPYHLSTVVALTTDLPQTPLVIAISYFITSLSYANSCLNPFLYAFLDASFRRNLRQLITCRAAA
V1aR counter – V1a receptor agonism, counter-screen for OXTR agonists; P37288; CHO-V1R cells, Fluo-8 calcium fluorescence, agonist mode; 0% DMSO, 100% 3 nM vasopressin; activation, % at 3 µM; 320,000 tested, 0.25% active; AID 2797;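 active means activation above the mean activation of all tested compounds plus 3 SD, per screening run, cut at about 20% in these data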;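 further: signal is peak over basal fluorescence ratio across a 100 second FLIPR read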
NALP1 yeast inh – inhibitors of NALP1 inflammasome in yeast; S. cerevisiae NALP1/ASC/caspase-1 growth, X-gal OD620, 72 h; inhibition, % at 10 µM; 280,000 tested, 0.61% active; in the data active means inhibition mostly above about 24%, no sharp cut-off; inactive means mostly below about 32%; further: some compounds called inactive have numbers as strong as hits
MEKK2mut PB1 HTS – signal of MEK5 binding to mutant human MEKK2 PB1 domain; bead flow cytometry, Alexa488-MEK5 binding to MEKK2 mutant; 290,000 tested, 0.35% active; percent response, % at 10 µM; in the data active means percent response above about 24%, passing the limit was not always enough; further: inactives centre near 1; some results filed as inactive read as strong as hits
* marks the source's active call; other numbers are inactive results; . = no result given.

molecule,OXTR agonist,MEKK2wt PB1 HTS,GalR3 antagonist,M18AAP inhibitor,OXTR potentiator,GPR7 antag,V1aR counter,NALP1 yeast inh,MEKK2mut PB1 HTS
CCOP(=O)(OCC)C(NC(=O)/C=C/c1ccc(OC)cc1)c1ccccc1 (configuration not stated),-1.1,107,-5,3,-8,-7,-0.8,1,4
Cc1nc2ccccc2nc1OCC(=O)Nc1cc(C(F)(F)F)ccc1N1CCOCC1,1.1,103,1,-8,-1,5,0.8,0,-4
COC(=O)CNC(c1ccccc1)c1cc(Br)ccc1NC(=O)CCN1CCOCC1 (configuration not stated),2.5,99,0,-1,-8,-9,2.4,.,1
Cc1ccc(C)c(CN2CCSCC2)c1,-1.9,102,-10,2,-5,3,0.6,13,1
COc1ccc(S(=O)(=O)N2CCC(C(=O)Nc3cccc(C(C)=O)c3)CC2)cc1C,3.3,98,3,1,-10,10,1.2,9,-6
COc1ccc(C(F)(F)F)cc1N/C=C/c1nnnn1-c1ccc(C)cc1,-1.2,99,6,3,-13,-18,0.0,8,2
COc1ccc(-c2csc(N(Cc3ccccc3)C(=O)COc3ccc(Cl)cc3)n2)cc1,1.0,99,-4,1,5,10,0.0,-30,3
Cc1c(C(=O)N2CCN(c3ccccc3)CC2)sc2ncnc(N3CCC(C)CC3)c12,-1.7,.,.,4,7,-1,-1.0,35,.
COc1ccccc1CNCC(=O)Nc1cc(S(=O)(=O)N2CCOCC2)ccc1Cl,4.2,.,-3,.,-8,.,5.5,.,.
CCOc1ccc(N(CC(=O)NCCC2=CCCCC2)S(=O)(=O)c2ccccc2)cc1,-1.2,92,-1,-4,-12,-7,0.3,10,-1
COc1cccc(OC)c1OCC(O)CN1CCN(c2ccccc2F)CC1 (configuration not stated),2.0,107,-6,-4,-10,3,4.9,3,8
COCCN(C(=S)Nc1ccc(OC)c(Cl)c1)C1CCN(C(C)C)CC1,1.8,114,7,36*,-16,-5,1.1,12,19
CSc1ncc(C(=O)O)c(C)n1,1.0,105,-2,2,5,-13,0.7,1,-2
Clc1ccc(Cn2ncc3c(NCc4ccccc4)ncnc32)cc1,3.2,107,-5,4,-19,16,4.9,22,5
CC1(C)Cc2cccc(OCC(=O)Nc3cccnc3)c2O1,0.1,122,2,0,-10,-2,2.4,-7,9
Fc1ccc(CN2CCC(Cc3ccccc3)CC2)cc1F,.,112,-3,2,.,-19,.,21,11
CC(C)C(C(=O)Nc1cccnc1)N1C(=O)c2ccccc2C1=O (configuration not stated),1.8,100,-3,-8,-5,-12,0.1,14,1
Cc1ccc(C(=O)NC2CCN(CC(=O)Nc3ccccc3Cl)CC2)cc1,-1.3,100,0,16,0,22,-0.6,21,-1
CC(C)Oc1c(N2CCOCC2)c(=O)c1=O,0.8,107,0,0,-5,-14,-1.1,.,4
Cc1cc2nccc(-c3ccc(OCCCF)cc3)n2n1,-2.1,100,-12,7,-1,-11,-1.1,-4,7
Clc1cccc(-c2nc3nc4ccccc4nc3n2Cc2ccccc2)c1,0.6,96,-1,-3,-8,3,0.8,14,-2
O=C(/C=C/c1cccc([N+](=O)[O-])c1)NCc1ccc2c(c1)OCO2,0.8,98,0,-2,-1,-3,0.6,37,0
Cc1cc(C(=O)Nc2ccccc2[N+](=O)[O-])cs1,-1.3,105,-3,-1,8,-10,-0.2,3,7
O=C(NCc1ccccc1)c1c[nH]c2ccccc2c1=O,-0.4,118,-3,-2,-1,-14,0.6,6,5
O=C1CCCN1CC(=O)N1CCCC(Nc2cccc(F)c2)C1 (configuration not stated),2.5,91,3,-5,-5,-17,1.1,13,-5
C/C(=N\N1CCN(Cc2ccccc2Cl)CC1)c1ccc([N+](=O)[O-])cc1,-1.2,105,-1,0,-1,-5,1.7,-10,7
Nc1c(N(CCC2=CCCCC2)C(=O)c2ccco2)c(=O)[nH]c(=O)n1Cc1ccccc1,-0.7,.,-3,.,-8,.,-0.9,.,.
O=C(Cc1ccccc1)N1CCC(O)(c2cccnc2)CC1,0.5,93,-3,-9,-17,-10,-0.4,10,-1
O=C(NCC1OCCc2ccccc21)c1ccc(NC(=O)c2ccc(Cl)cc2Cl)cc1 (configuration not stated),1.2,131,-11,3,0,-9,1.0,33,-18
O=S(=O)(c1cccc(Br)c1)N1CCN(c2ccnc3cc(Cl)ccc23)CC1,0.7,104,-4,3,-12,16,4.8,4,7
CCOn1c(=O)c(-c2ccc(OC)c(OC)c2)[n+]([O-])c2ccccc21,-0.8,103,-3,3,-7,-9,-0.6,-10,3
CCN(CC)S(=O)(=O)c1ccc2c(c1)nc(SC(C)C(=O)NCC1CCCO1)n2CC (configuration not stated),-0.6,104,1,-8,-3,-2,-0.3,23,4
Cc1c2cnn(-c3ccccc3)c(=O)c2c(C)n1CCCC(=O)N1CCN(c2ncccn2)CC1,.,94,1,5,.,-12,.,1,-2
CCOC(=O)C1CCCN(C(=S)Nc2cc(C)cc(C)c2)C1 (configuration not stated),-0.2,106,-5,12,1,0,0.8,-7,7
COc1cccc(NC(=O)n2ncc3c(C)cccc32)c1,-1.2,105,-9,4,-13,-7,-0.5,5,6
COc1ccccc1N1CCN(C(=O)CCS(=O)(=O)c2ccc3c(c2)NC(=O)C(C)S3)CC1 (configuration not stated),8.3,102,-7,23,-7,-1,14,18,6
CCN(CC(=O)Nc1ccc(NC(C)=O)cc1)S(=O)(=O)/C=C/c1ccccc1,0.9,.,-5,.,-6,.,0.4,.,.
O=C(Nc1ccc(Br)cc1)c1cc2ccccn2n1,1.3,95,-6,0,-4,-14,-0.3,.,-3
COc1cccc(C=O)c1OCCCOc1cccc2cccnc12,0.6,98,-12,-2,-14,14,0.2,29*,-1
COCc1c(Br)c(C)nc(OCC(=O)N/N=C/c2ccco2)c1C#N,0.5,94,-3,3,-2,-10,0.9,5,-8
O=C(Nc1ccc(Cl)cc1)c1cncs1,-0.2,101,-6,4,5,-8,-0.1,8,1
COc1ccccc1-c1nc(S(=O)(=O)c2ccc(Cl)cc2)c(N(C)C)o1,-0.1,97,-2,1,3,-11,0.2,13,-1
NC(=O)c1ccsc1NC(=O)COC(=O)C1CC2CCCC(C1)C2=O (configuration not stated),1.8,98,0,7,-1,-16,0.8,-1,0
Cc1cc(OCC(=O)NNC(=S)NC(=O)c2ccc(Br)o2)ccc1Cl,.,104,2,1,.,-4,.,2,3
O=C(Cn1cnc2c(nnn2Cc2ccc(F)cc2)c1=O)NCc1ccc(F)cc1,0.4,100,-7,1,-3,-5,0.7,-3,-2
CCOC(=O)c1c(NC(=O)C2CC(Cl)=CCC2C(=O)O)sc2c1CCCCC2 (configuration not stated),-0.1,99,.,12,-9,-16,4.9,6,2
COc1cccc(-n2c(SCC(=O)NCCc3ccccc3)nnc2-c2ccoc2C)c1,-2.9,103,-1,9,-6,5,-0.8,5,5
O=C(CCCN1C(=O)/C(=C/c2cccs2)SC1=S)NNC(=O)c1ccc(F)cc1,11,91,7,3,-6,-7,0.2,28,-2

Looked up by compound from above:
molecule,OXTR agonist,MEKK2wt PB1 HTS,GalR3 antagonist,M18AAP inhibitor,OXTR potentiator,GPR7 antag,V1aR counter,NALP1 yeast inh,MEKK2mut PB1 HTS
O=C(Cn1cnc2c(nnn2Cc2ccc(F)cc2)c1=O)NCc1ccc(F)cc1,0.4,100,-7,1,-3,-5,0.7,-3,-2
O=C(CCCN1C(=O)/C(=C/c2cccs2)SC1=S)NNC(=O)c1ccc(F)cc1,11,91,7,3,-6,-7,0.2,28,-2
COc1cccc(-n2c(SCC(=O)NCCc3ccccc3)nnc2-c2ccoc2C)c1,-2.9,103,-1,9,-6,5,-0.8,5,5

Continued:
molecule,OXTR agonist,MEKK2wt PB1 HTS,GalR3 antagonist,M18AAP inhibitor,OXTR potentiator,GPR7 antag,V1aR counter,NALP1 yeast inh,MEKK2mut PB1 HTS
CC1CN(CC(=O)NC(C)c2ccccc2)CC(C)O1 (configuration not stated),0.1,100,-3,-2,-3,-9,0.5,0,-1
Cc1ccnc(N2CCC(C(=O)NNC(=O)COc3cccc4ccccc34)CC2)n1,0.5,112,-4,20,-1,-6,0.3,0,33
CC/C(=N\NC(C)=O)c1ccc(OC(F)F)cc1,0.6,97,.,1,-4,-7,0.7,1,0
Cc1onc(-c2ccccc2)c1C(=O)Nc1ccc(S(=O)(=O)Nc2nccs2)cc1,-0.4,95,-6,0,-2,-2,-0.2,.,-4
CC1CCCN(C(=O)Cc2cccc3ccccc23)C1 (configuration not stated),-1.4,98,-9,12,-4,-3,0.3,2,1
Cc1ccc(-c2nc(SC(C)C(=O)c3c(N)n(C)c(=O)n(C)c3=O)n[nH]2)cc1 (configuration not stated),0.1,.,-4,.,-6,.,0.0,.,.
CCOc1ccc(N(CC)C(=O)COc2cc(=O)n(CC)c3ccccc23)cc1,-0.6,100,-1,-4,-3,-3,0.0,13,4
COc1ccc(NC(=O)Cn2nnc(C(=O)NCc3ccc4c(c3)OCO4)c2N)c(OC)c1,2.0,109,-9,-1,-7,-11,1.3,4,1
COc1ccccc1-n1c(=O)[nH]c2c(C(N)=O)nc(-c3cccnc3)nc21,-0.4,92,5,.,-4,.,-0.1,-3,7
O=C(c1ccccc1O)N1N=C(C(F)(F)F)CC1(O)c1ccc([N+](=O)[O-])cc1 (configuration not stated),0.8,105,3,14,-8,-16,2.4,-11,14
CCOCC(=O)Nc1cc([N+](=O)[O-])ccc1OC,-0.1,100,-5,-9,-8,18,-0.3,-6,0
CCN1CCN(c2cc(C)c3cc(NC(=O)c4ccc5c(c4)OCO5)ccc3n2)CC1,-1.1,116,4,4,-7,-12,-0.6,32,6
O=C(CSc1nc2c(cnn2-c2ccc(F)cc2)c(=O)[nH]1)N1CCOCC1,1.5,113,-3,6,-4,0,-0.5,-4,2
O=C(Nc1cc(Cl)ccc1N1CCOCC1)c1cccnc1,0.8,103,3,2,-1,-8,1.6,4,2
COc1ccc(OC)c2c1sc(=NC(=O)C1COc3ccccc3O1)n2C (configuration not stated),0.0,90,-8,-5,-6,-3,0.0,.,-17
COc1ccc(NC2=C(C(C)=O)C(c3ccccc3)C(C(C)=O)C(C)(O)C2)cc1 (configuration not stated),-1.9,97,-4,3,1,-11,-1.1,-5,2
CC(=O)c1sc(NC(C)c2ccccc2)nc1C (configuration not stated),1.0,98,-8,-5,-2,-5,1.0,22,0
Cc1cc(=O)oc2ccc(OC(=O)CC(C)C)cc12,-1.4,99,-3,4,-24,9,-1.6,1,1
O=S(=O)(Cc1ccc(Cl)cc1)NCc1ccc2c(c1)OCO2,-1.4,102,-3,0,-9,0,-0.3,19,3
CC(=O)N(CCc1ccccc1C)Cc1cc2cc3c(cc2[nH]c1=O)OCO3,0.7,94,-3,11,-5,-2,0.1,21,-2
O=C(CCl)Nc1cccc(Oc2ccccc2)c1,1.3,103,-2,14,-7,-6,0.1,10,-1
Cc1cc(C)c(S(=O)(=O)N2CCCCCC2)cc1Br,-2.3,103,-3,7,0,-18,-0.7,2,9
COC(=O)c1ccc(C(c2c(N)n(CC(C)C)c(=O)[nH]c2=O)N2CCN(c3ccccc3)CC2)cc1 (configuration not stated),-1.8,95,-9,17,-7,5,3.5,5,-1

Source: PubChem (several laboratories)
